High-throughput results as filed in PubChem.
Scp-1 inhibitor = blocks human Scp-1 phosphatase activity; AID 493091; Q9GZU7; inhibition, % at 20 µM; Recombinant Scp1, phosphopeptide, malachite green phosphate absorbance; 340,000 compounds, 0.88% hits;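 active = inhibition above about 50% at 20 µM, limit read from the data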;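 also: plate controls were DMSO wells with enzyme for no effect and wells lacking enzyme for full effect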
Target sequence (Q9GZU7 76-261 limits assumed): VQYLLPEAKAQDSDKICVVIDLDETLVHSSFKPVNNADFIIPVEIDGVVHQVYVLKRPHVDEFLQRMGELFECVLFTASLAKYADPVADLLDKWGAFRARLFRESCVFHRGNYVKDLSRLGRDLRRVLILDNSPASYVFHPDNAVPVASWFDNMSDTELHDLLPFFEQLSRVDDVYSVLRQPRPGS
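Test system: SCP-1 phosphatase catalytic domain, residues 76-261 | Compound dosing: One concentration, 20 µM, with 1.0% DMSO | Schedule: 45 min room-temperature reaction, 5 min colour, 30 min stabiliser | Detection: Absorbance at 630 nm | Read-out basis: % inhibition of SCP-1 phosphate liberation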
MT1-MMP act inh = MT1-MMP (human) activation inhibition; P50281; HT1080 RFP-PRO-GFP cells, GFP/RFP ratio fluorescence, overnight; percent of plate control window, DMSO zero; GFP/RFP ratio change, % at 20 µM; 360,000 compounds, 0.061% hits; AID 651647;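 active = GFP/RFP ratio change of at least 30% with cell ATP level not reduced by more than half and red fluorescence within 50% of control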; also: strong numbers were not always called active
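Assay system: HT1080 RFP-PRO-GFP cells. Benchmarks: DMSO vehicle wells and RFP-L50D-GFP reporter cell wells. Times: overnight cell settling, then overnight compound exposure, 37 °C, 5% CO2. Compound: 20 µM single dose, 1% DMSO. Read-out basis: GFP/RFP fluorescence ratio.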
SUMO1-SIM PPI = modulators of human SUMO1-mediated protein-protein interactions. P63165. SUMO1 binding to a labelled peptide, TR-FRET, 1 h. AID 602429. inhibition, % at 20 µM. 360,000 compounds, 0.33% hits; in the data active = inhibition above about 37%
Target sequence (P63165 whole entry, looked up): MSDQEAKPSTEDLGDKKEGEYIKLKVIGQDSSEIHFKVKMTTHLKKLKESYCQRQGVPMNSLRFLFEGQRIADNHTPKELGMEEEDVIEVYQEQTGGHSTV
STEP block = STEP (human) phosphatase inhibition; inhibition, % at 20 µM; recombinant STEP, OMFP fluorogenic substrate, fluorescence; AID 588621; 360,000 compounds, 0.25% hits; P54829;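 active = inhibition at 20 µM, scaled per plate between control wells, above about 37%, limit read from the data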;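 also: 0% = DMSO with enzyme and substrate and 100% = substrate only without enzyme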
Target sequence (P54829 whole entry, looked up): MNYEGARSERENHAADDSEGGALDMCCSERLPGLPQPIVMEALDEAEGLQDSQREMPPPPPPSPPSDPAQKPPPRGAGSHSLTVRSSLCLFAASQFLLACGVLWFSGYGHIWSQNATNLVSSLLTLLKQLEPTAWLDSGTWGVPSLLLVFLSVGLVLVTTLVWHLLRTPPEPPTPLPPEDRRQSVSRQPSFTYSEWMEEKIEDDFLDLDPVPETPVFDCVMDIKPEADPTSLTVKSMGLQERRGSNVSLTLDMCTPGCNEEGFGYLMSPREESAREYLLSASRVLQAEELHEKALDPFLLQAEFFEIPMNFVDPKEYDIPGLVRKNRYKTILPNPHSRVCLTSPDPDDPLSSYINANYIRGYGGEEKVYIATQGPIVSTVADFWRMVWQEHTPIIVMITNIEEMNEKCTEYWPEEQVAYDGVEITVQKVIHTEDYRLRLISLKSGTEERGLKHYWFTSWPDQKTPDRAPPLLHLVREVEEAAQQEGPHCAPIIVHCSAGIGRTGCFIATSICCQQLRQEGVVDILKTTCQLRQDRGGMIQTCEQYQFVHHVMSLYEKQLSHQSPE
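material = STEP tyrosine phosphatase | reagent = fluorogenic phosphatase substrate OMFP at 25 µM final | doses = single compound dose of 20 µM, 1% DMSO final | schedule = 20 min reaction, room temperature, in the dark | measured by = fluorescence, 480/540 nm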
DNMT1 block = inhibitors of human DNMT1. AID 588458. inhibition (reported as % activation of signal), % at 10 µM. 360,000 compounds, 0.83% hits. DNMT1 molecular beacon, Hinp1I cleavage, fluorescence. P26358; in the data active = inhibition above about 50%
Rpn11 inh = blocks the human proteasome subunit Rpn11; O00487; human 26S proteasome, Ub4-pepOG fluorescence polarization; 20S core pre-blocked with epoxomicin; calls only at 20 µM; 360,000 compounds, 0.59% hits;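 active = inhibition at 20 µM, scaled to each plate's controls, above about 33%, limit read from the data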
NadD inh = inhibitors of Staphylococcus aureus NadD | purified NadD enzyme, colorimetric absorbance read-out | inhibition, % at 20 µM | 360,000 compounds, 0.78% hits; in the data active = inhibition above about 26%; also: some compounds past the cut are filed as inactive
LMPTP block = LMPTP (human) inhibition. P24666. recombinant LMPTP-A, OMFP fluorogenic substrate, fluorescence intensity. inhibition, % at 20 µM. 360,000 compounds, 0.22% hits;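 active = compounds that cut the enzyme signal by at least half of the control window in the single-dose screen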;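 also: plate controls were DMSO wells with enzyme plus substrate for no effect and substrate without enzyme for full effect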
Target sequence (P24666 whole entry, looked up): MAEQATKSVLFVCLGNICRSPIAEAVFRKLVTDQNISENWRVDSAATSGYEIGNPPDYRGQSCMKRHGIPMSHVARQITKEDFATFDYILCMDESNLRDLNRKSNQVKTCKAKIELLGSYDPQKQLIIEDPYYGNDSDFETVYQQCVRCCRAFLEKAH
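Assay system: LMPTP-A phosphatase enzyme | Input: 0.625 nM enzyme | Also added: Fluorogenic phosphatase substrate OMFP at 400 µM final | Compound dosing: One test concentration per compound, 20 µM, with 3% DMSO overall | Schedule: 50 min enzyme reaction at room temperature, protected from light | Signal: Fluorescence intensity | Benchmarks: no-enzyme and uninhibited controls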
NRP1-CendR mod = alters CendR peptide binding to human NRP-1 | O14786 | FAM-RPARPAR peptide binding to NRP-1, fluorescence polarization | inhibition, % at 25 µM | 360,000 compounds, 0.85% hits | AID 602438;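 active = inhibition or corrected inhibition above about 18%, plus a signal ratio from 0.5 to 1.5, limit read from the data, passing the limit was not always enough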; also: strong numbers were not always called active
SKN-1 inh = blocks SKN-1 activity in C. elegans; C. elegans VP596 Pgst-4::GFP/RFP ratio, acrylamide-induced, 24 h; inhibition, % at 21.8 µM; 360,000 compounds, 0.49% hits; AID 624304;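 active = interference check ratio from 0.5 to 1.5 plus GFP to RFP signal ratio inhibition reaching or exceeding a fixed threshold, cut at about 30% in these data, passing the limit was not always enough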; also: some compounds called inactive have numbers as strong as hits
The depositor's hits bear a star; i = inactive; · = no result given.

Fields: SUMO1-SIM PPI	MT1-MMP act inh	SKN-1 inh	Rpn11 inh	NadD inh	STEP block	DNMT1 block	NRP1-CendR mod	LMPTP block	Scp-1 inhibitor
(1) C[C@@H]1C(c2ccc(F)cc2)=NN(c2ccccc2)[C@H]1C(=O)N1CCOC1=O
  -3	4	-6	i	-3	-2	0	-7	-0.1	0
(2) CCCSc1nc(C)cc(C)c1S(C)(=O)=O
  -4	0	18	i	1	-2	0	11	1.9	-2
(3) Cc1ccc(-c2nnn(CC(=O)N(Cc3ccco3)C(C(=O)NC(C)(C)C)c3cccs3)n2)o1 (stereo not given)
  1	-7	28	i	4	1	-2	-8	-1.8	3
(4) CCOC(=O)Nc1cc(C)c(Cl)cc1OC
  4	-1	5	i	1	2	2	14	0.2	0
(5) O=C(COc1ccccc1-c1ccccc1)Nc1ccc(S(=O)(=O)NCc2ccco2)cc1
  3	-4	2	i	-3	-12	-6	-1	2.7	-11
(6) Cc1csc(NC(=O)C2CCCCN2S(=O)(=O)c2ccccc2)n1 (stereo not given)
  -1	-3	4	i	-1	-2	0	9	-0.5	-3
(7) COc1ccc(S(=O)(=O)/C(C#N)=C/Nc2ccccc2F)cc1
  5	0	14	i	-8	1	-2	12	1.2	-10
(8) CCOCCCn1c(=NC(=O)c2cccs2)c(C#N)cc2c(=O)n3ccccc3nc21
  -24	7	-6	i	3	-2	18	-16	-1.1	0
(9) COc1cc(/C=C/C(=O)OCC(=O)Nc2cc(C)on2)ccc1OCC#N
  -2	-3	11	i	2	-3	1	0	0.0	8
(10) COc1ccc(CCN(C)C(=O)c2ccc(C)c(S(=O)(=O)N3CCCCC3)c2)cc1OC
  -2	2	-11	i	0	0	-1	6	1.1	-5
(11) COc1ccc(/C=C/C(=O)OCC(=O)NC2CCCCC2C)c(OC)c1 (stereo not given)
  -9	4	1	i	-12	-1	-3	-2	-0.3	-10
(12) CSc1ccc(CN(C)CC(=O)NC(C)c2ccccc2)cc1 (stereo not given)
  -1	-2	1	i	-11	-2	1	1	-0.9	-1
(13) Cc1cc(/C=N\NC(=O)CC(=O)NC2CCCCC2)c(C)n1-c1cccc(Cl)c1Cl
  0	4	3	i	6	-2	-1	-1	-0.3	-2
(14) O=C(COC(=O)c1cccs1)Nc1cccc(Cl)c1
  -5	-1	16	i	-12	-3	1	11	0.8	-10
(15) Cc1ccc(-c2nc(CS(=O)CC(=O)NCc3ccco3)c(C)o2)cc1 (stereo not given)
  4	-3	-8	i	3	-1	0	0	0.1	-3
(16) CN(C)Cc1c(O)ccc2oc(Cc3ccccc3)cc12
  0	4	-6	i	-8	0	2	6	-1.1	-3
(17) Cc1ccc(S(=O)(=O)NCC(=O)NCC(=O)OC(C(=O)NC(N)=O)C(C)C)cc1C (stereo not given)
  5	1	-7	i	-2	-1	3	-9	0.4	-4
(18) CCCCCC(=O)OC(CN1CCCCC1)CN1CCCC1=O (stereo not given)
  -4	2	-14	i	-7	-1	0	7	-2.1	-10
(19) CCOc1ccc(N(C)S(=O)(=O)c2ccc(-c3cc(C)no3)s2)cc1
  -14	-4	5	i	-2	2	-6	8	4.4	-18
(20) CC1=CCC2C(=O)N(c3ccccc3OC(=O)c3ccccc3F)C(=O)C2C1 (stereo not given)
  -1	3	-5	i	-4	-7	3	12	-1.4	1
(21) NC(=O)C1CC(=O)N(c2ccc(OCc3ccccc3Cl)cc2)C1 (stereo not given)
  -1	-3	-9	i	1	-3	-1	10	-0.7	-1
(22) O=C(Cc1ccc([N+](=O)[O-])cc1)Nc1cc(C(F)(F)F)cc(C(F)(F)F)c1
  1	-1	-13	i	5	2	6	2	2.4	-2
(23) CCOC1CCCc2oc(-c3ccc(OC)cc3)c(C(=O)NCCCCO)c21 (stereo not given)
  -1	3	4	·	10	·	·	12	-0.8	·
(24) Cc1ccccc1N(CC(=O)N1CCCC1)S(=O)(=O)c1ccc(Cl)cc1
  6	-4	13	i	-9	-2	0	12	1.3	-7
(25) O=C(N/N=C1\CC2CC=CC12)c1ccc(COc2ccccc2)cc1 (stereo not given)
  -2	0	2	i	-2	0	2	-2	-1.7	-5
(26) CN(C(=O)c1cccc(NC(=O)Cc2ccc([N+](=O)[O-])cc2)c1)C1CCCCC1
  -20	1	5	i	1	-3	-1	-2	0.3	-3
(27) Cc1ccnc(NC(=O)CNC(=O)c2ccccc2Br)c1
  0	-1	0	i	-4	4	-1	16	0.2	7
(28) COc1cc(-c2nnc(SCC#CCO)o2)cc(OC)c1OC
  -2	8	-30	i	0	-2	-2	-16	0.6	-11
(29) Cc1cc(=O)n2c(c1C#N)SC1CCCCC12O (stereo not given)
  1	3	8	i	1	-4	1	-11	-1.8	-4
(30) Cc1ccc(C(=O)NC2CCCCNC2=O)cc1C (stereo not given)
  -2	·	-8	i	-3	0	-1	1	0.5	-13
(31) COc1ccc(C(=O)NCCCNC(=O)c2cnccn2)cc1Br
  2	0	11	i	0	-1	1	-4	-1.6	-1
(32) C1CCC(C23CC4CC(CC(C4)C2)C3)NC1 (stereo not given)
  0	1	-9	i	2	2	4	10	-0.8	3
(33) Cc1cc(C)cc(C(=O)NCCCN2CCOCC2)c1
  -3	4	10	i	-5	0	6	3	-2.4	-8
(34) Cc1ccc(C)c(Nc2nc3c(S(=O)(=O)c4ccccc4)nnn3c3ccccc23)c1
  2	-6	-4	i	19	-1	16	-3	-1.3	-2
(35) Cc1ccc(C(C(=O)NC2CCCCC2)N(C(=O)c2csnn2)C2CC2)o1 (stereo not given)
  1	-1	-11	i	4	-1	0	11	0.0	-11
(36) COCCn1nnnc1C(c1ccc2ncccc2c1)N1CCN(c2ccccc2F)CC1 (stereo not given)
  -3	-3	9	i	-3	0	1	3	0.7	-1
(37) N#C/C(=C/N1CCOCC1)c1ccccc1
  0	0	1	i	0	-1	0	4	-1.5	-5
(38) CN(C)NC(=S)NC1CCS(=O)(=O)C1 (stereo not given)
  -3	3	0	i	2	0	-3	10	-2.3	-3
(39) Cc1cccc(NC(=O)c2cc3ccccc3oc2=O)c1
  -3	0	19	i	1	1	2	-1	-1.1	1
(40) O=C(C1CCCO1)N1CCN(C(=S)NC2CC2)CC1 (stereo not given)
  0	-2	-7	i	1	6	-1	-3	-0.6	-1
(41) COc1ccccc1-c1cc(C(=O)NCCCN2CCOCC2)no1
  2	4	25	i	2	2	-5	-4	-0.4	-4
(42) CCOC(=O)c1c(C)cccc1OCC(N)=O
  5	-3	10	i	-3	2	3	-11	-2.1	-12
(43) Cc1cc(C)n(CCC(=O)N/N=C/c2cccc([N+](=O)[O-])c2)n1
  -32	1	2	i	-5	-1	1	0	-0.4	-4
(44) O=C(O)c1cccc(COc2cccc3ccccc23)c1
  6	-1	1	i	-6	1	-4	7	0.0	-7
(45) COc1ccc(-c2noc(Cc3ccccc3OC)n2)cc1
  1	-1	-6	i	-4	-4	-4	12	1.6	-13
(46) CCCCn1nc(NS(=O)(=O)c2cccc3nonc23)c2cc3cccc(C)c3nc21
  -17	0	10	i	8	1	0	7	0.8	0
(47) CN(C)CCNC(=O)c1scc2c1CCCC2
  -2	2	-4	i	-3	-2	-1	11	-7.5	-9
(48) C[C@@H]1CN([C@H](C)CO)C(=O)c2cc(NC(=O)Nc3ccc(C(F)(F)F)cc3)ccc2O[C@H]1CN(C)S(=O)(=O)c1ccc(Cl)cc1
  10	1	5	i	29	-1	-28	-15	2.4	-2
(49) CCCc1nnc(-c2cc(OC)c(OC)c(OC)c2)o1
  4	3	-6	i	3	1	1	-10	-0.6	-5
(50) COc1ccc(NC(=O)COC(=O)c2c(-c3ccccc3)noc2C)cc1
  2	1	-5	i	-2	1	3	4	-1.5	2
(51) Cc1ccc(N2C(=O)C3C4C=CC(CNC(=S)Nc5cccc(Cl)c5)(O4)C3C2=O)cc1 (stereo not given)
  3	9	0	i	6	-2	-10	-14	-0.7	-8
(52) Cc1ccnc(N/N=C/c2ccco2)n1
  -12	1	6	i	2	0	3	6	-1.2	-5
(53) COCCn1c(SCc2nc(N)nc(Nc3ccccc3C)n2)nc2ccccc2c1=O
  2	2	-7	i	6	-4	-2	12	-0.3	0
(54) C=CCOc1ccccc1NC(=O)CN1C(=O)CNC1=O
  0	2	-11	i	-2	-3	2	19	-0.6	1
(55) COc1cccc(C(=O)Nc2nc(-c3ccc4c(c3)OCO4)cs2)c1
  1	-3	9	i	-5	-3	-14	-6	-0.7	-3
(56) C=CCOc1ccccc1CN(C(=O)CCl)c1ccc2c(c1)OCO2
  -2	-4	5	i	0	-1	79*	11	-0.3	-10
(57) Cc1ccc(NC2CCCN(C(=O)c3cnsn3)C2)cc1C (stereo not given)
  0	-1	11	i	-3	1	0	-4	0.9	-7
(58) COc1cc(=O)[nH]c(=O)n1CC(=O)c1ccccc1
  -1	2	13	i	-3	-1	-1	-1	-0.5	-7
(59) CCCOc1ccc(C2C3=C(CCCC3=O)N(CC(=O)O)C3=C2C(=O)CCC3)cc1OCC
  -1	0	-10	i	-5	-1	-1	5	-2.6	-2
(60) COc1ccc(N(CC(=O)NC2CCCC2)C(=O)Cn2nnc(-c3ccc(OC)c(OC)c3)n2)cc1
  -3	1	-4	i	1	2	3	-1	-0.8	-9

More results.
Fields: SUMO1-SIM PPI	MT1-MMP act inh	SKN-1 inh	Rpn11 inh	NadD inh	STEP block	DNMT1 block	NRP1-CendR mod	LMPTP block	Scp-1 inhibitor
(61) COc1cccc(C(=O)Nc2cc(C(=O)NCCc3ccccc3)ccc2Cl)c1
  -1	2	2	i	-8	0	0	14	-0.1	-6
(62) C=C(C)Cn1c(CCNC(=O)C(C)C)nc2ccccc21
  2	-1	-10	i	1	0	5	-9	-0.9	1
(63) Cc1ccn2cc(-c3cccc(S(=O)(=O)N4CCCCC4)c3)nc2c1
  11	0	11	i	1	3	-1	4	1.3	-4
(64) CCOc1ccc(NC(=O)c2nnn(CC(=O)Nc3ccccc3OC)c2N)cc1
  2	2	3	i	4	2	-1	-2	0.8	-7
(65) Cc1ccc(S(=O)(=O)CCC(=O)Nc2ccc(F)cc2)cc1
  1	3	-4	i	-1	-2	2	0	-0.8	3
(66) CCCn1nnc(NC(=O)Cc2ccccc2)n1
  2	6	32	i	0	2	3	4	-0.8	-2
